# Screening data deposited in PubChem BioAssay by several laboratories.
# aDG glyco act: alpha-DG glycosylation activation; Pro5-aDG cells, alpha-DG glycosylation AlphaScreen (IIH6); 0% Pro5, 100% B10-LARGE cell signal; activation, % at 10 µM; 360,000 compounds, 0.22% hits;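 active = activation of at least 8% versus controls, or a plate z-score of at least 8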;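 note: Pro5 are CHO cells carrying HIG-tagged alpha-DG that lacks glycosylation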
# Vif inh: blocks HIV Vif function | AID 602346 | inhibition, % at 7.49 µM | HEK293T cells, Vif self-association by quenched fluorescence, imaging, 24 h | 340,000 compounds, 0.35% hits; in the data active = inhibition above about 50%, passing the limit was not always enough; inconclusive = no clear call, values can overlap the other calls; inactive = below about 31%; note: some results filed as inactive read as strong as hits
# Granule exo inh: blocks lytic granule exocytosis. TALL-104 LAMP-1 surface exposure, flow cytometry; cells stimulated with thapsigargin and PMA. inhibition, % at 10 µM. 360,000 compounds, 0.66% hits;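 active = inhibition above about 55%, limit read from the data; inconclusive = no clear call, values can overlap the other calls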
# N-glyco inh: N-linked glycosylation inhibition. 360,000 compounds, 0.23% hits. D54 ERlucT glycosylation luciferase reporter, 24 h; percent of 100 nM tunicamycin response. reporter increase, % at 12.5 µM;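 active = mean luciferase reporter signal, scaled so untreated is 0 and the glycosylation-blocking control 100, at or above a set limit in every replicate; inconclusive = mean reaches the limit but not every replicate does; inactive = mean below the limit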;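 note: luciferase carries N-glycosylation sites so blocking glycosylation raises the light; 0% = median of neutral control wells and 100% = median of 100 nM tunicamycin wells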
# CaV13 FRET inh: Primary screen for inhibitors of IQ motif and Ca2+-dependent inactivation inhibitor domain binding in CACNA1D, Förster resonance energy transfer in living cells, …; HEK cells, CFP/YFP FRET ICDI-IQ, plate reader, 10 min; percent FRET-ratio fall versus neutral wells; inhibition, % at 12.3 µM; 340,000 compounds, 0.098% hits; AID 743397;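 active = mean replicate inhibition of at least 30% and at least 1% of replicates passing that level; inconclusive = only one of the two criteria is met; inactive = neither criterion is met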;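 note: 0% = median of the neutral control wells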
# H9c2 protect: modulators protecting cardiomyocytes from myocardial damage; H9c2 cardiomyocytes, H2O2 injury protection, ATPLite, 2 h; 360,000 compounds, 0.63% hits; protection from H2O2 cell death, % at 20 µM;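 active = compounds giving at least 50% protection of heart cells from peroxide-induced death in the single-dose screen, raw or plate-pattern-corrected value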;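 note: 0% = DMSO wells with peroxide and 100% = DMSO wells without peroxide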
# ABCB6 inh 2: inhibitors of human ABC transporter ABCB6 | Q9NP58 | K562-ABCB6 porphyrin accumulation, flow cytometry, 1 h; active compounds read low | fluorescence ratio to DMSO, % at 10 µM | 360,000 compounds, 0.19% hits;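 active = fluorescence ratio to DMSO below 75%, the collection mean minus 3 SD; inconclusive = too few cells collected in the well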;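 note: signal is porphyrin accumulated inside mitochondria; 100% equals median channel fluorescence of DMSO control wells; lower ratio means ABCB6 inhibition with less porphyrin fluorescence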
# PDI inh: inhibitors of human protein disulfide isomerase. 350,000 compounds, 0.052% hits. P07237. PDI insulin aggregation turbidity, A650, 90 min. inhibition, % at 10 µM. AID 588391;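 active = mean inhibition across replicates of 30% or more, whatever share of single replicates reach that level; inconclusive = mean inhibition below 30% while every single replicate reaches 30%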;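 note: absorbance from insulin aggregation driven by PDI reduction with DTT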
# Target sequence (P07237 whole entry, looked up): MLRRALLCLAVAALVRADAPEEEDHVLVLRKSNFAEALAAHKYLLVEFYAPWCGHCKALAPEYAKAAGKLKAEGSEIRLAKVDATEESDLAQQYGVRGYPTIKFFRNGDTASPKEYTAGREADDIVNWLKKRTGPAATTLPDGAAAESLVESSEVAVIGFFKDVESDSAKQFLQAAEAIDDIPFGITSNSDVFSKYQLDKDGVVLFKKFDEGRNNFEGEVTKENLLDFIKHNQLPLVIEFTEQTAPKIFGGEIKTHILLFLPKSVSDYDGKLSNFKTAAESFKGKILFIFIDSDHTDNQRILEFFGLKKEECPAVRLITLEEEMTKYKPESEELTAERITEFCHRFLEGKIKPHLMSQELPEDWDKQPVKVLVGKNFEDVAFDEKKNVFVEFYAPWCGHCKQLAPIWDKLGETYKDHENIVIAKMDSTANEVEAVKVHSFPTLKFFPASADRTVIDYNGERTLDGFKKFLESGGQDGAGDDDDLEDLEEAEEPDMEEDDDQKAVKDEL
# iPSC survival up: increases survival of single human iPS cells | survival enhancement, % at 20 µM | hiPSC single-cell survival, ATPlite luminescence; 100% = ROCK inhibitor wells, 0% = DMSO | AID 602274 | 360,000 compounds, 0.044% hits; in the data active = survival enhancement above about 18%;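 note: cells exposed to compounds for 16 hours before the ATP read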
# m5-HT2A agonist: mouse HTR2A agonism via beta-arrestin recruitment | CHO-K1 mHTR2A beta-arrestin complementation, luminescence; percent of 30 µM serotonin response | 360,000 compounds, 0.66% hits | AID 624169 | P35363 | activation, % at 7.6 µM;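 active = activation above a run cutoff, the mean activation of all tested compounds plus 3 SD, cut at about 14% in these data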;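 note: 0% = plate median of compound wells and 100% = 30 µM serotonin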
# Target sequence (P35363 whole entry, looked up): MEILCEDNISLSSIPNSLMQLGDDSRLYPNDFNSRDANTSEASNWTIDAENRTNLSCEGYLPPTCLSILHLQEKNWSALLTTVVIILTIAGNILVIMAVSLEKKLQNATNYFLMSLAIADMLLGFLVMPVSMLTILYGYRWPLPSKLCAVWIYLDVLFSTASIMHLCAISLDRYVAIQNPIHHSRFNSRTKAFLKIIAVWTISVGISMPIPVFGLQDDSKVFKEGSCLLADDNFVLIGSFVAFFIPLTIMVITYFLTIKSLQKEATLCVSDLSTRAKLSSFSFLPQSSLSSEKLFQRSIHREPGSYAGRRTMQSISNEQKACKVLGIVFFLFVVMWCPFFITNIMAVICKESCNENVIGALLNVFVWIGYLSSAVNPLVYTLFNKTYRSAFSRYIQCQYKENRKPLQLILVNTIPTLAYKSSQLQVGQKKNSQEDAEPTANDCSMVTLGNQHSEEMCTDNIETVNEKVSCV
# * marks the source's active call; other numbers are inactive results; ? = inconclusive; / = not tested or not shown. Compounds were not picked by outcome; about 3.1% have a hit in one of these screens.
(1) C#Cc1cccc(Nc2nc(NCc3ccccc3OC)nc3ccsc23)c1
(2) CSc1ccc(CCNC(=O)c2cc(C)nn2-c2ccccc2)cc1
(3) Cc1ccc(NS(=O)(=O)c2cccs2)c(C)c1
(4) Cc1cc(C)cc(NC(=O)CSc2nc(=O)n(CCN3CCOCC3)c3c2CCCC3)c1
(5) CC(C)(C)c1cc(-c2ccccc2)no1
(6) COc1cc(/C=C/C(=O)NCCn2c(C)cc3ccccc32)cc(OC)c1OC
(7) Cc1cc(N(CC(=O)O)S(C)(=O)=O)ccc1Br
(8) O=C(Cc1ccc2c(c1)OCCO2)N1CCN(S(=O)(=O)c2ccccc2C(F)(F)F)CC1
compound no.	1	2	3	4	5	6	7	8
aDG glyco act	0.8	0.0	-0.1	0.1	-0.1	-0.2	-0.1	0.0
Vif inh	-10	-8	23	-3	-16	9	0	-2
Granule exo inh	11	3	-15	2	-2	0	-3	1
N-glyco inh	-7	1	-2	2	1	10	2	-2
CaV13 FRET inh	-6	-2	-6	-5	5	-5	/	-5
H9c2 protect	-26	2	3	2	-5	3	16	-3
ABCB6 inh 2	96	99	103	102	103	93	104	104
PDI inh	10	-2	-41	-3	11	/	1	5
iPSC survival up	-0.6	-0.4	-0.3	0.6	-0.9	1.3	0.1	1.4
m5-HT2A agonist	-9	-4	2	-1	-1	-3	4	1

(9) Cc1cc(Br)cc(Cl)c1OCC(=O)NC(=O)NCc1ccccc1
(10) CC1(C(=O)NC2CCCCCCC2)CCC(=O)N1Cc1cccnc1 (configuration not stated)
(11) CN1c2ccccc2N(C)C1(C)c1cccc2ccccc12
(12) Cc1ccccc1N1CC(C(=O)Nc2ccc(S(=O)(=O)NCC3CCCO3)cc2)CC1=O (configuration not stated)
(13) N#CC1(NC(=O)COc2ccccc2[N+](=O)[O-])CCCCC1
(14) Cn1c(=O)[nH]c(=O)c2c1nc(SCCO)n2CCCc1ccccc1
(15) Cc1cccc(NC(=O)CCNS(=O)(=O)c2cccc3nonc23)c1C
(16) O=C1NC(=O)C(Cc2ccc(O)cc2)N1 (configuration not stated)
compound no.	9	10	11	12	13	14	15	16
aDG glyco act	0.7	0.1	0.2	-0.1	-0.2	-0.1	0.3	-0.1
Vif inh	1	8	2	8	-10	1	-1	-5
Granule exo inh	-3	1	-4	-7	4	-1	38	2
N-glyco inh	-2	0	2	0	1	4	-1	2
CaV13 FRET inh	-4	-11	-6	-7	-6	-4	-9	/
H9c2 protect	-19	1	-9	-5	4	8	-1	2
ABCB6 inh 2	100	100	138	98	104	98	93	95
PDI inh	15	-2	-5	-47	6	2	-7	/
iPSC survival up	-0.2	0.6	-1.2	-0.4	-0.1	-0.6	-0.9	-3.0
m5-HT2A agonist	-3	1	4	-8	-5	0	2	-3

(17) Cc1cccc(OCC(=O)Nc2cc(C)on2)c1
(18) CCCc1ccc(-c2cc(C(=O)N3CCN(c4ccccn4)CC3)c3ccccc3n2)cc1
(19) CC(CCOC1=NS(=O)(=O)c2ccccc21)NC(=O)C(=O)Nc1ccccc1 (configuration not stated)
(20) Cc1cccc(Cc2cnc(N3C(=N)SC(C)C3=O)s2)c1 (configuration not stated)
(21) Cc1c(C#N)c(SCC(N)=O)nc2c1CCCC2
(22) CC1=C(C(=O)OCc2ccccc2)C(c2ccc(C(C)(C)C)cc2)NC(=O)N1CCCCCC(=O)O (configuration not stated)
(23) CCN(CC)c1ccc(/C=N/N(c2ccccc2)c2ccccc2)c(O)c1
(24) Fc1ccc(C(CCCn2nnc(-c3cccnc3)n2)c2ccc(F)cc2)cc1
compound no.	17	18	19	20	21	22	23	24
aDG glyco act	-0.2	6.6	-0.1	0.1	-0.1	0.0	-0.8	1.4
Vif inh	-4	-17	18	-11	-6	1	-12	-6
Granule exo inh	-2	2	-8	5	1	-5	-1	34
N-glyco inh	0	1	-1	3	1	1	-10	7
CaV13 FRET inh	/	-8	3	-3	-6	-11	-3	-4
H9c2 protect	-2	-18	-3	27	4	1	-10	-22
ABCB6 inh 2	112	91	95	96	93	100	127	92
PDI inh	1	11	0	-6	-2	-6	-6	-19
iPSC survival up	0.1	-0.6	0.8	-0.8	13	-2.2	2.1	-0.4
m5-HT2A agonist	4	3	-6	-6	9	0	-4	-6

(25) CC[C@]12c3[nH]c4cc(CCC(=O)N(C)C)ccc4c3CCN1C(=O)[C@@H](CC(=O)NCC13CC4CC(CC(C4)C1)C3)C[C@@H]2C(=O)N1CCN(C(=O)C2CC2)CC1
(26) CC(C)(CO)CNC(=O)c1ccc2nc(Cc3cccc(Cl)c3)oc2c1
(27) Cc1ccc(-c2nc3ccsc3c(=O)[nH]2)cc1
(28) Cc1ccc(C)n1-c1ccccc1N1CCCCC1
(29) O=C(Nc1cccc(S(=O)(=O)NCc2ccco2)c1)c1cc(-c2ccc(F)cc2)nc2ccccc12
(30) O=C(NCC(c1ccco1)N1CCCC1)c1cc(S(=O)(=O)N2CCCCC2)ccc1Cl (configuration not stated)
(31) O=C1NC(c2ccccc2)Nc2c1sc(=S)n2-c1ccccc1 (configuration not stated)
(32) NC1=NC(=O)/C(=C/c2ccc(Br)cc2)S1
compound no.	25	26	27	28	29	30	31	32
aDG glyco act	-0.1	0.0	-0.2	-0.2	0.0	0.6	-0.1	0.1
Vif inh	/	0	/	-7	2	0	14	2
Granule exo inh	8	1	0	-2	-4	2	1	-6
N-glyco inh	1	0	-2	1	4	-1	-1	0
CaV13 FRET inh	-3	-21	60*	-6	-2	-7	1	-5
H9c2 protect	-22	1	-2	0	5	7	-8	-5
ABCB6 inh 2	98	99	96	98	102	86	98	100
PDI inh	5	-3	17	4	14	0	5	-7
iPSC survival up	-1.6	-0.7	-1.3	-0.1	2.7	0.4	-1.6	-0.9
m5-HT2A agonist	1	-7	9	2	-2	-2	-1	-3

# Some entries already given, reduced to Vif inh, aDG glyco act and CaV13 FRET inh.
entry	canonical_smiles	Vif inh	aDG glyco act	CaV13 FRET inh
29	O=C(Nc1cccc(S(=O)(=O)NCc2ccco2)c1)c1cc(-c2ccc(F)cc2)nc2ccccc12	2	0.0	-2
30	O=C(NCC(c1ccco1)N1CCCC1)c1cc(S(=O)(=O)N2CCCCC2)ccc1Cl (configuration not stated)	0	0.6	-7
31	O=C1NC(c2ccccc2)Nc2c1sc(=S)n2-c1ccccc1 (configuration not stated)	14	-0.1	1
32	NC1=NC(=O)/C(=C/c2ccc(Br)cc2)S1	2	0.1	-5

# Next part
(33) CC1CC(C)CN(C(=O)C2CCN(S(=O)(=O)c3ccc4c(c3)CC(C)N4C(=O)C3CC3)CC2)C1 (configuration not stated)
(34) N#CC(=C(O)COC(=O)Cc1c[nH]c2ccccc12)c1nc2ccccc2[nH]1
(35) Cc1cc(=O)oc2c3c(cc(OCC(=O)NCc4ccco4)c12)OC(C)(C)CC3
(36) Cc1cc(C)c[n+](-c2[nH]c(=O)sc2/C=N/N=C(\N)[S-])c1
(37) COc1ccc(NC(=O)c2ccc(NC3CC(=O)N(c4ccc(C)cc4C)C3=O)cc2)cc1 (configuration not stated)
(38) COc1ccc(/C=C(\C#N)C(=O)Nc2cc(S(=O)(=O)N3CCOCC3)ccc2N2CCCC2)cc1
(39) COc1ccc(Br)cc1C(=O)Nc1ccccc1-c1ccccc1
(40) O=C(CN1CCCCCC1)NCCc1ccc(F)cc1
compound no.	33	34	35	36	37	38	39	40
aDG glyco act	0.3	-0.3	0.4	-0.1	-0.1	0.4	0.3	0.0
Vif inh	11	-1	-10	7	-5	-2	0	7
Granule exo inh	-1	4	-5	-1	-1	-1	6	-4
N-glyco inh	1	2	5	1	8	-2	-5	2
CaV13 FRET inh	-6	-6	/	-3	-2	-8	-6	-7
H9c2 protect	-5	5	14	6	11	8	-8	3
ABCB6 inh 2	96	97	97	90	95	108	95	103
PDI inh	-6	-71	/	2	-1	-5	-4	-1
iPSC survival up	0.5	-0.5	-0.2	2.4	-0.4	-0.9	3.5	0.5
m5-HT2A agonist	-3	-2	-5	1	3	0	-3	5

(41) CCOC(CNC(=O)Cc1c(C)nc2c(-c3ccccc3)c(C)nn2c1C)OCC
(42) CCCCN(CCCC)S(=O)(=O)c1ccc(NC(=O)c2ccc([N+](=O)[O-])cc2Cl)cc1
(43) Cc1cc2nnc(SCC(=O)N3CCCCC3)n2c(N)n1
(44) Cc1ccccc1C(=O)NC1CCN(Cc2nnnn2Cc2ccc(F)cc2)CC1
(45) Cn1c(SCC(=O)Nc2ccc(NC(=O)c3cccc(F)c3)cc2)nnc1-c1ccncc1
(46) COC(=O)COc1ccc(-c2ccc(F)cc2)cc1C=O
(47) CCC(=O)N1CCCc2ccccc21
(48) Nc1nc(=S)c2[nH]cnc2[nH]1
compound no.	41	42	43	44	45	46	47	48
aDG glyco act	-0.1	0.8	1.6	-0.1	1.8*	-0.5	-0.1	-0.1
Vif inh	-4	3	5	7	-10	8	-3	-1
Granule exo inh	1	-5	-5	10	-2	4	0	-1
N-glyco inh	1	-17	1	1	0	1	2	?
CaV13 FRET inh	0	-5	-4	-5	-3	-5	-6	-4
H9c2 protect	-2	-11	4	4	-2	-11	-2	11
ABCB6 inh 2	97	94	93	104	91	97	101	90
PDI inh	-19	-6	2	2	-2	-1	0	6
iPSC survival up	-2.2	-1.5	5.2	1.6	1.2	-3.5	0.1	-1.4
m5-HT2A agonist	2	-7	6	-3	4	-2	5	2

(49) N#Cc1ccsc1NC(=O)c1ccc(Cl)c([N+](=O)[O-])c1
(50) COc1ccc(CCN2C(=O)CN(Cc3ccccc3)CC2=O)cc1OC
(51) COc1ccccc1N(CC(=O)N1CCc2ccccc2C1)S(C)(=O)=O
(52) C=CCn1c(SCc2ccccc2C#N)nnc1-c1ccccc1O
(53) CC12CCC(C/C1=N/NC(=O)COc1ccccc1Cl)C2(C)C (configuration not stated)
(54) CC(C)(C)OC(=O)N1CCC[C@H]1C(=O)NCc1ccc(Cl)cc1Cl
(55) COCCn1c(SCC(=O)NCCc2ccc(OC)c(OC)c2)nc2c([nH]c3ccccc32)c1=O
(56) O=C(NCCC(=O)N1CCN(S(=O)(=O)c2ccccc2F)CC1)Nc1ccccc1
compound no.	49	50	51	52	53	54	55	56
aDG glyco act	0.2	0.2	0.0	-0.3	-0.1	0.8	-0.3	-0.1
Vif inh	-4	3	7	-4	5	0	1	-3
Granule exo inh	3	2	0	-2	-2	1	-3	-17
N-glyco inh	-5	1	0	-2	1	0	0	-1
CaV13 FRET inh	-2	-1	1	-6	-1	-4	-5	-3
H9c2 protect	-18	6	3	-2	0	-3	10	1
ABCB6 inh 2	94	97	101	88	99	95	103	102
PDI inh	3	16	-1	4	-8	-1	-4	-3
iPSC survival up	-0.4	4.6	1.6	-0.5	3.6	2.6	-0.8	-0.1
m5-HT2A agonist	-4	0	2	-1	1	-2	-9	4
